# Screens from PubChem.
# KCNQ1 block – inhibitors of human KCNQ1 channel, primary screen, cell-based, thallium flux, high-throughput. Potassium voltage-gated channel subfamily KQT member 1 (Homo sapiens), P51787. CHO-K1 KCNQ1, FluxOR thallium flux fluorescence; hits give high values. B-score at 10 µM. 1.3% of 310,000 active. AID 2642, 2010;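 active = compounds whose thallium flux B-score, printed positive for inhibition, exceeds three library SD while starting fluorescence stays within three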;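 also: channel opened by potassium depolarization with thallium stimulus after 20 min compound exposure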
# KCNK3 block – human KCNK3 channel inhibitors, primary screen, CHO cells, FluxOR thallium flux, B-score | AID 602410, 2012 | Potassium channel subfamily K member 3 (Homo sapiens), O14649 | B-score at 10 µM | 0.84% of 340,000 active | FluxOR fluorescence; hits give low values;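 active = B-score under library mean minus 4 SD, starting fluorescence ratio at most library mean plus 5 SD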;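 also: more negative B-score means stronger inhibition of thallium flux through KCNK3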
# DYRK1A inh – rat Dyrk1A kinase inhibitors, primary screen, biochemical, single point, plate reader | ADP-Glo luminescence, NFATc1 peptide | inhibition, % at 12.5 µM | 0.43% of 310,000 active | AID 504441, 2011; in the data active = inhibition above about 50%;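 also: plate controls were vehicle with enzyme for no effect and no enzyme for full effect; many of its hits are not listed in these tables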
# GSK3 alpha inh – blockers of GSK3A enzyme activity – biochemical, luminescence, cell-free homogeneous, HTS, primary screen; inhibition, % at 10 µM; GSK-3 alpha kinase, ADP-Glo luminescence, 60 min; 0.1% of 320,000 active; Glycogen synthase kinase-3 alpha (Homo sapiens), P49840;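 in the data active = inhibition above about 50%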;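 also: GST-tagged GSK-3 alpha with peptide substrate and 25 µM ATP; 0% = DMSO neutral wells and 100% = GW8510 positive control wells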
# hERG rescue – hERG rescue from dofetilide block, primary screen, cell-based, CHO-hERG, FluxOR thallium flux, dofetilide IC70. Voltage-gated inwardly rectifying potassium channel KCNH2 (Homo sapiens), Q12809. dofetilide IC70 present. activation (rescue from dofetilide block), less the hit threshold, % at 10 µM. 0.51% of 310,000 active;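 active = activation above the mean of controls blocked by dofetilide plus 5 SD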;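 also: thallium influx through hERG after potassium depolarization seen as dye fluorescence rise; in these data hits start at about 4.7%; inactives centre near -7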
# Target sequence (Q12809 whole entry, looked up): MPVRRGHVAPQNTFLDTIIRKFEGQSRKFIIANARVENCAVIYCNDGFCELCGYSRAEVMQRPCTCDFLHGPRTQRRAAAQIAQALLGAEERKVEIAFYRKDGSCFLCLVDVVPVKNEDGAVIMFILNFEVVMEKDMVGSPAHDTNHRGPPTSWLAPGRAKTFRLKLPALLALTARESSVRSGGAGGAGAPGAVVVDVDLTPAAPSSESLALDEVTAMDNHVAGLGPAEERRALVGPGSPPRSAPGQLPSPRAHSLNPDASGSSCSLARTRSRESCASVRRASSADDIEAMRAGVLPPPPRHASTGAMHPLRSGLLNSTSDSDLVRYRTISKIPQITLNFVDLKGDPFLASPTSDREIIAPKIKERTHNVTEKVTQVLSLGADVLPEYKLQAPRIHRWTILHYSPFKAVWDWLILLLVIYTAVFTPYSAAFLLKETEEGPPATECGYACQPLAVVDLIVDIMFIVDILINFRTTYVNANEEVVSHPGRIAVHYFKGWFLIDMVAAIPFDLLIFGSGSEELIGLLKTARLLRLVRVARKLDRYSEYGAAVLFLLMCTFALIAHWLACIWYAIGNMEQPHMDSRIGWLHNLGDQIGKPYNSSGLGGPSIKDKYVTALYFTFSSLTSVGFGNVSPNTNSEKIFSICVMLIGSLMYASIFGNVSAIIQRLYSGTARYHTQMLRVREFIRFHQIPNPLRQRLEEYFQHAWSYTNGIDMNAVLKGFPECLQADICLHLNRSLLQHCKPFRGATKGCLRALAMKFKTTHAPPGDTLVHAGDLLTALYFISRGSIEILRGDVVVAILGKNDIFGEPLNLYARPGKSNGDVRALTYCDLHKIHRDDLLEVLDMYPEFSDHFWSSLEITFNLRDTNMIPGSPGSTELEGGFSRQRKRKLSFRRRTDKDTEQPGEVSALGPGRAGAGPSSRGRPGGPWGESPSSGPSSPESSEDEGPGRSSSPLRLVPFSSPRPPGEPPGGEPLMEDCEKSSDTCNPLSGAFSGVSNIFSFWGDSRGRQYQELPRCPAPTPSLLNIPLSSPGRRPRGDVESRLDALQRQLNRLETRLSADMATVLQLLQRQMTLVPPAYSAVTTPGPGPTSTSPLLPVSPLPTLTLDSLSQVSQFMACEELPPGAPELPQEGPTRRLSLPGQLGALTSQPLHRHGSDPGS
# PolyA inhibitor – polyadenylation inhibitors in yeast reporter cells, primary screen, luminescence, S. cerevisiae | calls only at 12 µM | AID 1875, 2009 | 0.02% of 300,000 active | S. cerevisiae SKY197-pL101 polyadenylation reporter, beta-gal luminescence; efflux-impaired pdr1/pdr3 knockout yeast; score 100 = 6 SD above DMSO;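 active = lowest replicate activity score at least 50, where 100 means six control SD above control mean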;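 also: yeast exposed to compound for 9 h at 30 °C; higher score means more reporter readthrough which indicates perturbed polyadenylation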
# RGS4 pot – RGS4 potentiators or activators, primary screen, cell-based, HEK293 M3R inducible RGS4, calcium flux | carbachol calcium flux Fluo4; hits give low values | B-score at 10 µM | 0.92% of 310,000 active | AID 463111, 2010;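 active = B-score of the integrated calcium signal more than 4 SD below the library mean, with starting fluorescence not abnormally high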;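 also: negative B-score means reduced calcium response which marks RGS4 activation or potentiation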
#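 Also added: carbachol at ECmax as muscarinic agonist stimulus; Assay system: HEK293 cells with stable M3R and inducible RGS4; Timing: overnight RGS4 induction, 30 min dye load 37 °C, 20 min compound RT; Measured by: Fluo4-AM (2 µM) calcium-flux fluorescence, kinetic read.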
# RGS4 inh – RGS4 inhibitors, primary screen, cell-based, HEK293 M3R inducible RGS4, calcium flux. Regulator of G-protein signaling 4 (Homo sapiens), P49798. Fluo-4 calcium flux; hits give high values; triggered by carbachol at its EC20. B-score at 10 µM. 0.45% of 310,000 active;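 active = B-score, a plate-corrected calcium signal, over three deviations above library mean, with baseline fluorescence within five deviations of library mean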;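 also: RGS4 expression induced by doxycycline in cells with stable M3 receptor; B-score is computed from the integrated fluorescence ratio over baseline after carbachol; higher B-score means a larger calcium signal and so more RGS4 inhibition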
# KCNK9 block – KCNK9 potassium channel inhibitors, primary screen, HEK293 cells, thallium flux; FluxOR thallium flux fluorescence; hits give low values; 1.2% of 310,000 active; B-score at 10 µM; Potassium channel subfamily K member 9 (Homo sapiens), Q9NPC2;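 active = ratio B-score over 3 SD below the library mean, with starting fluorescence within 5 SD of its mean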;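 also: negative B-score means less thallium flux so channel inhibition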
# GSK3B inh – human GSK3beta kinase inhibitors, primary screen, biochemical, cell-free homogeneous, HTS | Glycogen synthase kinase-3 beta (Homo sapiens), P49841 | activity score (negative = inhibition), % at 10 µM | GST-GSK3beta kinase, ADP-Glo luminescence, 60 min; hits give low values | 0.038% of 300,000 active | AID 2097, 2009;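 active = more than half of replicate wells score below -50%, meaning over 50% inhibition versus plate controls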;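 also: 0% = median DMSO wells and -100% = median GW8510 positive control wells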
#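 Assay system: GST-tagged human GSK3beta kinase, cell-free; Input: 1.6 ng GSK3beta; Medium: Tris/MgCl2 kinase buffer; Timing: 60 min enzyme reaction, room temperature; Signal: ADP-Glo luminescence quantifying ADP generated by kinase; Evaluation: score relative to plate controls; Benchmarks: DMSO neutral wells and GW8510 at 20 µM as positive.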
# KCNQ1 act – potentiators or activators of KCNQ1 channel, primary screen, cell-based, thallium flux, high-throughput. Potassium voltage-gated channel subfamily KQT member 1 (Homo sapiens), P51787. CHO-K1 KCNQ1, thallium flux FluxOR fluorescence; hits give high values. B-score at 10 µM. 0.35% of 310,000 active. AID 2648, 2010;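 active = fluorescence ratio B-score, a plate-corrected score, at least three library SD, with initial intensity B-score within 5 SD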
#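 Assay system: stable KCNQ1 CHO-K1 line; medium: assay buffer, equal DMSO in all wells; timing: 90 min dye loading and 20 min compound exposure, both at room temperature; technique: kinetic FluxOR thallium fluorescence, 10-s 1-Hz baseline, 110-s post-stimulus read; read-out basis: B score of baseline-normalized fluorescence ratio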
# Numbers without * were called inactive; i = inactive; nt = no result given; & = joins results of further samples. These rows are one share of the data; the hit share may differ from the screen's.
SMILES,KCNQ1 block,KCNK3 block,DYRK1A inh,GSK3 alpha inh,hERG rescue,PolyA inhibitor,RGS4 pot,RGS4 inh,KCNK9 block,GSK3B inh,KCNQ1 act
Cc1cccc(N=C2NC(=O)/C(=C/c3cccnc3)S2)c1C,i,i,6,2,-8,i,i,i,i,-1,i
Cc1cc(C)cc(NC(=O)[C@H](NC(=O)[C@@H]2Cc3ccccc3CN2)c2ccccc2)c1,i,i,-5,1,-17,i,i,i,i,2,i
CCOc1ccc(NS(=O)(=O)c2ccc(C(=O)NNC(=O)c3ccccc3O)cc2)cc1,i,i,13,-1,-5,i,i,i,i,nt,i
Cc1[nH]n(C(N)=S)c(=O)c1N=Nc1cccc(Cl)c1,i,i,-3,-2,-8,i,i,i,i,5,i
CC(C)c1ccccc1NC(=S)N1CCN(S(=O)(=O)c2cccs2)CC1,i,i,2,1,-4,i,i,i,i,-2,i
Cc1ccc(-c2nc(NC(=O)CSc3ccc4ccccc4n3)ns2)cc1,i,i,12,-5,-5,i,i,i,i,-1,i
Cc1ccc(CNC(=O)/C(C#N)=C\c2ccc(N(C)C)cc2)cc1,i,nt,nt,-2,-5,i,i,i,i,-2,i
CC1(C)CC(=O)C2=C(C1)OC(N)=C(C#N)[C@@]21C(=O)N(CC(N)=O)c2ccccc21,i,i,9,-2,0,i,i,i,i,-1,i
Cc1cccc(/C=N/NC(=O)c2ccncc2)n1,i,i,7,3,-2,i,i,i,i,0,i
Cc1nnc(SCCn2c(N3CCCCC3)nc3c2c(=O)n(C)c(=O)n3C)s1,i,i,-3,0,-9,i,i,i,i,2,i
Cc1ccc(S(=O)(=O)CCC(=O)Nc2cc(Cl)ccc2-n2cncn2)cc1,i,i,0,-2,-13,i,i,i,i,-2,i
OCc1cn(-c2ccccc2)nc1-c1ccco1,i,i,17,-1,-4,i,i,i,i,4,i
Cc1ccc(-n2c(=O)[nH]cc(C(=O)Nc3ccc4c(c3)OCCO4)c2=O)cc1,i,i,-4,-1,-6,i,i,i,i,1,i
COc1ccc(CN2CCC(n3nccc3NC(=O)c3ccc4c(c3)OCO4)CC2)cc1C,i,i,3,-3,-13,i,i,i,i,nt,i
COc1cccc(CC2(CO)CCCN(C(=O)c3cc[n+]([O-])cc3)C2)c1 (configuration not stated),i,i,7,-2,-6,i,i,i,i,-2,i
O=C(NCC1CCC(C(=O)O)CC1)OCc1ccccc1 (configuration not stated),i,i,-5,-1,-5,i,i,i,i,0,i
O=C(CN1CCN(S(=O)(=O)c2ccc(F)cc2)CC1)Nc1ccccc1F,i,i,-2,0,-6,i,i,i,i,1,i
COc1ccccc1Sc1ccccc1/C=N/NC(N)=O,i,i,-1,-1,-11,i,i,i,i,-3,i
C/C(=N\NC(=O)Cn1ccc(C(F)(F)F)n1)c1ccc(N2CCOCC2)cc1,i,i,-8,2,-7,nt,i,i,i,1,i
COc1ccc([N+](=O)[O-])cc1NC(=O)CSc1ncccn1,i,i,-1,1,-8,i,i,i,i,2,i
CC(C)(C)NC(=O)NC(=O)COC(=O)c1cccc(OC(F)F)c1,i,i,nt,-4,-9,i,i,i,i,2,i
COC(=O)C1=C(C)N(c2ccc(OC)cc2)C(=O)/C1=C\c1cccs1,i,i,4,0,-4,i,i,i,i,-2,i
Cc1cc(C)c(S(=O)(=O)Cc2ccccc2)c(OC(C)C)n1,i,i,1,-1,-1,i,i,i,i,2,i
O=[N+]([O-])c1ccc2ccn(C3OCC(O)C(O)C3O)c2c1 (configuration not stated),i,i,2,1,-6,nt,i,i,i,-28,i
CC(=O)CSc1ncnc2sc3c(c12)CCC3,i,i,15,-5,-13,i,i,i,i,-4,i
Cc1ccc(S(=O)(=O)N(C)C)cc1NC(=O)CSc1ncc(C(F)(F)F)cc1Cl,i,i,nt,0,-16,i,i,i,i,3,i
Cc1ccc(NC(=O)c2cccc(S(=O)(=O)N3CCN(c4ccccc4)CC3)c2)nc1,i,i,11,nt,-9,i,i,i,i,0,i
CCc1ccc(NC(=O)c2cc(S(=O)(=O)N3CCCC3)c[nH]2)cc1,i,i,4,-4,-13,i,i,i,i,3,i
COc1ccc(-c2nc(CN3CCC(C(=O)NC4CCN(Cc5ccccc5)CC4)CC3)c(C)o2)cc1OC,i,i,-5,0,-1,i,i,i,i,-3,i
O=C(Nc1ccc(S(=O)(=O)NC2=NCCCCC2)cc1)c1cc(S(=O)(=O)N2CCOCC2)ccc1F,i,i,-2,-1,-1,i,i,i,i,0,i
COc1ccc(C(=O)Nc2cccnc2Cl)cc1OC,i,i,5,-1,-4,i,i,i,i,3,i
O=C(c1ccc(Cl)cc1Cl)N1CCSCC1,i,i,9,1,-5,i,i,i,i,0,i
Cc1nn(-c2ccccc2)c(Cl)c1C(=O)Nc1c(C)n(C)n(-c2ccccc2)c1=O,i,i,-1,-1,4,i,i,i,i,-4,i
Cc1ccc2nc(C)cc(N/N=C/c3ccc(F)cc3)c2c1,i,i,5,0,-25,i,i,i,i,0,i
CC(C)(CSc1ncccn1)NS(=O)(=O)c1ccccc1,i,i,-3,-2,-7,i,i,i,i,-3,i
Cc1cc([N+](=O)[O-])ccc1NC(=O)c1ccco1,i,i,-6,0,-7,i,i,i,i,4,i
CCCCN(C(=O)C1CC(=O)N(Cc2ccc(C)cc2)C1)c1c(N)n(CCCC)c(=O)[nH]c1=O (configuration not stated),i,i,-2,-4,-13,i,i,i,i,-1,i
O=C(Nc1ccc(Cl)cc1)c1cccnc1N1CCCCC1,i,i,-1,12,-7,i,i,i,i,nt,i
Cc1ccc(N2C(=O)c3sc4nnc(C)c(=O)n4c3C2=O)cc1,i,i,6,-1,-7,i,i,i,i,3,i
O=C(NCCCN1CCOCC1)c1nn(-c2ccccc2)c(=O)c2ccccc12,i,i,-4,-1,-6,i,i,i,i,1,i
COc1ccc(S(=O)(=O)n2nc(OCc3cccs3)cc2N)cc1,i,i,11,0,-5,i,i,i,i,-1,i
COc1ccc(NC(=O)CC(C)C)c([N+](=O)[O-])c1,i,i,6,-1,-2,i,i,i,i,8,i
CC(=O)N1C(C)(C)CC(=NOC(=O)c2ccc(C)cc2)CC1(C)C,i,i,-5,-1,-2,i,i,i,i,2,i
Oc1ccccc1-n1nc2ccc3nonc3c2n1,i,i,0,0,-9,i,i,i,i,0,i
N=C(N)c1ccccc1,i,i,-3&4,1&-5,-6&-1,i,i,i,i,-5&3,i
CC(=O)c1sc(NC(=O)CS(=O)(=O)c2ccc(F)cc2)nc1C,i,i,1,-3,-10,i,i,i,i,1,i
Cc1ccc2cc(CCNC(=O)c3cccc([N+](=O)[O-])c3)c(=O)[nH]c2c1C,i,i,8,0,-7,i,i,i,i,-1,i
COc1ccc(-n2nc(C(=O)NCC(=O)NC(C)C)c3ccccc3c2=O)cc1OC,i,i,-2,-2,-5,i,i,i,i,1,i
COc1ccc(S(=O)(=O)N2CCCOC2CNC(=O)C(=O)NCc2ccco2)cc1 (configuration not stated),i,i,-5,-2,-14,i,i,i,i,0,i
O=C(Nc1ccccn1)c1ccc(Cl)c(S(=O)(=O)N2CCCCCC2)c1,i,i,-4,nt,-9,i,i,i,i,1,i

# Following part
SMILES,KCNQ1 block,KCNK3 block,DYRK1A inh,GSK3 alpha inh,hERG rescue,PolyA inhibitor,RGS4 pot,RGS4 inh,KCNK9 block,GSK3B inh,KCNQ1 act
C#CCOC(=O)c1ccccc1C(=O)O,i,i,-8,-1,-6,i,i,i,i,5,i
COc1cccc(C(=O)C(C#N)=C(SC)SC)c1,i,i,8,-6,-7,i,i,i,i,2,i
CCc1cc(C=C(Cl)Cl)oc(=O)c1C,i,i,0,-3,-3,i,i,i,i,-2,i
COc1cc(OC)c(OC)cc1CN1CCC(O)CC1,i,i,12,2,-12,i,i,i,i,0,i
CC(C)OC(=O)C1C2C=CC3(CN(Cc4cccs4)C(=O)C13)O2 (configuration not stated),i,i,-8,1,-2,i,i,i,i,4,i
CC(C)c1csc(CN2CCN(CCc3ccccc3)C(CCO)C2)n1 (configuration not stated),i,i,0,0,-8,i,i,i,i,-1,i
CCc1ccc(OCC(=O)O/N=C(\N)c2ccccn2)cc1,i,i,nt,nt,-2,i,i,i,i,2,i
CC(=O)c1cccc(NC(=O)NCc2ccc3c(c2)OCO3)c1,i,i,0,0,-11,i,i,i,i,-4,i
CCOC(=O)c1cc(-c2ccccc2)sc1NC(=O)CCN1C(=O)c2ccccc2C1=O,i,i,-3,-1,-7,i,i,i,i,-23,i
CC(NCC(O)COc1ccc(S(=O)(=O)N2CCOCC2)cc1)c1ccccc1 (configuration not stated),i,i,2,3,-14,i,i,i,i,-4,i
Cc1cccc(NC(=O)Cn2c(=O)n3nc(CCn4nc(C)cc4C)nc3c3ccccc32)c1,i,i,5,-2,-10,nt,i,i,i,2,i
Cn1ncc([N+](=O)[O-])c1C(=O)Nc1cccc2ccccc12,i,i,-7,-1,-4,i,i,i,i,2,i
CCN(CC)CCN(Cc1cc2ccc(C)cc2[nH]c1=O)C(=O)NC1CCCCC1,i,i,5,0,-7,i,i,i,i,-2,i
COc1ccc(NC(=O)Nc2ccc(O)c3ccccc23)cc1,i,i,nt,7,-17,i,i,i,i,-3,i
CCOC(=O)C(=CNNc1c(C)csc1C(=O)OC)C(=O)OCC,i,i,1,-9,-9,i,i,i,i,-6,i
